Pf growth 48h: Primary qHTS for delayed death inhibitors of the malarial parasite plastid, 48 hour incubation; P. falciparum luciferase growth in erythrocytes, 48 h; Potency, µM (doses to about 28.7 µM), for inactives: at the highest dose activity change, negative = inhibition, most hits filed as inhibitors; actives 5.9% (n = 310,000); AID 504832, 2011; also: potency is read from the fitted curve at half-maximal effect; % is scaled to controls: 0 for no effect and ±100 for the full control effect
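Growth was read as firefly luciferase luminescence after a 48 h, 37 C, 5% CO2 exposure of compounds to reporter-bearing P. falciparum cultures (0.1% parasitemia, 2% hematocrit final) in Albumax-supplemented RPMI 1640.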
Shiga inhibitor: A qHTS for Small Molecule Inhibitors of Shiga Toxin; Vero cells, Shiga toxin protein synthesis inhibition reporter; actives 9.2% (n = 290,000); inhibition, % at 38.7 µM; in the data active = inhibition mostly above about 28%, no sharp cut-off; inactive = mostly below about 43%; also: 0% is about no effect
Pf growth 96h: Primary qHTS for delayed death inhibitors of the malarial parasite plastid, 96 hour incubation; P. falciparum luciferase reporter growth, 96 h; Potency, µM (top dose mostly 28.7 µM), inactives show at the highest dose activity change, negative = inhibition, most hits filed as inhibitors; actives 6.9% (n = 320,000); AID 504834, 2011; also: potency is read from the fitted curve at half-maximal effect; % is scaled to controls: 0 for no effect and ±100 for the full control effect
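Luminescence readout: decreased luciferase signal marks inhibited growth of reporter-expressing P. falciparum in infected red cells (2% hematocrit, 0.05% parasitemia final), exposed to compound two generations (96 h, 37 C, 5% CO2).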
CHX counter: Cycloheximide Counterscreen for Small Molecule Inhibitors of Shiga Toxin. cell reporter, cycloheximide protein synthesis inhibition counterscreen. max response, %. actives 12% (n = 300,000). AID 2314, 2010; in the data active = max response mostly above about 13%, no sharp cut-off; inactive = mostly below about 14%; also: read at 38.3 µM for the half of the compounds with a filed dose; 0% is about no effect
LmPK inhibitor: qHTS Assay for Inhibitors of Leishmania Mexicana Pyruvate Kinase (LmPK) | Potency, µM (series often up to 57.5 µM), for inactives: at the highest dose activity change, negative = inhibition, most hits filed as inhibitors | Q27686 | purified LmPK, Kinase-Glo ATP luminescence, 1 h | actives 0.37% (n = 290,000); also: potency is read from the fitted curve at half-maximal effect; % is scaled to controls: 0 for no effect and ±100 for the full control effect
Target sequence (Q27686 whole entry, looked up): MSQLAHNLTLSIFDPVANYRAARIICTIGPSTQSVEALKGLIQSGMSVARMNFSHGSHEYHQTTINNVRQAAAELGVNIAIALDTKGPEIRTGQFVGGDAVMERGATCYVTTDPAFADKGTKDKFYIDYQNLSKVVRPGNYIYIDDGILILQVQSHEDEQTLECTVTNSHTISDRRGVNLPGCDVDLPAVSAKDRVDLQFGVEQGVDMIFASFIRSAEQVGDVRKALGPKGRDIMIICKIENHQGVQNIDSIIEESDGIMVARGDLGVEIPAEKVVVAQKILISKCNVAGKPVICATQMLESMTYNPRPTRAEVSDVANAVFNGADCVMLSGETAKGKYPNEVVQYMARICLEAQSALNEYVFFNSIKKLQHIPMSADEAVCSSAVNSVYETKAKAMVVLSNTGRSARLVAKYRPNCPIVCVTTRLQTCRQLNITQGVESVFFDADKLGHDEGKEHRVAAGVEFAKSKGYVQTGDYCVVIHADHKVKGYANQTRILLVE
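ATP generated from ADP (0.1 mM) and PEP (0.5 mM) by 0.1 nM LmPK over 1 h at room temperature (pH 7.2 imidazole buffer) was detected by coupled luciferase luminescence. Values were normalized to uninhibited and no-enzyme wells.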
AMA1-RON2 inh: qHTS for Inhibitors of AMA1-RON; Towards Development of Antimalarial Drug Lead: Primary Screen; Plasmodium falciparum AMA1 (3D7) - RON2 peptide interaction; AlphaScreen AMA1-biotinylated RON2 peptide binding; Potency, µM (highest dose often 58.2 µM), without a hit: at the highest dose activity change, negative = inhibition, actives largely listed as inhibitors; actives 0.2% (n = 360,000);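 also: potency is read from the fitted curve at half-maximal effect; 0% = vehicle wells and -100% = peptide control; nearly all actives have a fitted effect of over 45% in size; some results filed as inactive show a strong effect at the top dose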
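AMA1 (3D7) with his tag at 25 nM final met compounds first, then biotinylated RON2 peptide at 25 nM; detection used donor plus acceptor beads, 10 µg/mL apiece, read by AlphaScreen after 30 min at room temperature.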
Tb PYK inh: qHTS of Trypanosoma Brucei Inhibitors; TbPYK enzyme, Kinase-Glo Plus ATP luminescence, 45 min; actives 0.12% (n = 410,000); pyruvate kinase (Trypanosoma brucei), Q57TT1; Potency, µM (titrated, usually from 76.8 µM), for inactives: top-dose activity, negative = inhibition, hits mostly inhibitors; also: potency is read from the fitted curve at half-maximal effect; % is scaled to controls: 0 for no effect and ±100 for the full control effect; nearly all actives have a fitted effect of over 50% in size
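Screened from lowest to highest concentration, compounds were pinned into TbPYK/substrate mixtures, and ADP (130 uM final) was added. Plates sat at room temperature for 45 min prior to Kinase-Glo Plus detection by luminescence.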
* hit, by the source's call; i = inactive; ? = inconclusive; . = no result given; & = joins results of further samples; [ ] = another dose, or the depositor's remark. Unless noted, calls follow the shape of the dose curve; as a rule, active = well fitted curve in the direction sought with a large enough effect; inconclusive = small, poorly fitted or top-dose-only effect, or another doubt; inactive = no such curve, though single readings can be large; an effect the other way counts as inactive or inconclusive. Compounds were not picked by outcome (roughly 21% active in at least one column).

SMILES	Pf growth 48h	Shiga inhibitor	Pf growth 96h	CHX counter	LmPK inhibitor	AMA1-RON2 inh	Tb PYK inh
CCOC(=O)c1c(C)nn(-c2ccc(NC(=O)CSCC(=O)O)cc2)c1C	10%	-5	9%	-1	2%	1%	3%
CCN1CCN(c2ccc(S(=O)(=O)N3CCOCC3)cc2NC(=O)COc2ccc(F)cc2Cl)CC1	?	-4	4.7µM*	-1	-1%	-6%	3%
O=C(CN1CCC(NC(=O)Nc2ccccc2)CC1)Nc1ccc([N+](=O)[O-])cc1	?	-3	2%	-3	-3%	-8%	1%
O=C(OC(C(=O)NCc1ccc2c(c1)OCO2)c1ccccc1F)c1ccco1 (configuration not stated)	-2%	20	5%	16	2%	6%	0%
COc1ccc2oc(C(=O)OCC(=O)N3CCN(C(C)=O)CC3)c(C)c2c1	11%	.	22%	.	.	17%	-9%
Cn1nnc(NC(=O)c2cccs2)n1	26%	15	-20%	10	2%	-10%	2%
Cc1ccc(CNC(=O)CC(NC(=O)c2ccccc2)c2ccccc2)cc1 (configuration not stated)	?	.	-15%	.	.	-17%	-2%
CC1CC(C)CN(C(=O)Cn2nnc(-c3ccc(Br)cc3)n2)C1 (configuration not stated)	0%	-3	-13%	7	-5%	9%	2%
O=S(=O)(Nc1cccc(-n2cnnn2)c1)c1ccccc1C(F)(F)F	0%	-8	56%[activator]	7	-2%	16%	-8%
CCOc1ccc(C(=O)NCC2CCN(CC3CCCCC3)CC2)cc1	42%[activator]	-5	5.9µM*	1	-5%	-9%	1%
CCOc1ccc(/C=C(\C#N)C(=O)NCC2CCCO2)cc1OCC (configuration not stated)	-14%	-11	28%	-2	-3%	-10%	-7%
Cc1cccc(C)c1NC(=O)CN1CCNCC1	.	-12	11%	-3	2%	9%	-15%

Profiles as entered above. Order of screens: Pf growth 48h	Shiga inhibitor	Pf growth 96h	CHX counter	LmPK inhibitor	AMA1-RON2 inh	Tb PYK inh
CCN1CCN(c2ccc(S(=O)(=O)N3CCOCC3)cc2NC(=O)COc2ccc(F)cc2Cl)CC1 is listed with ?	-4	4.7µM*	-1	-1%	-6%	3%
Cn1nnc(NC(=O)c2cccs2)n1 is listed with 26%	15	-20%	10	2%	-10%	2%

Further entries.
SMILES	Pf growth 48h	Shiga inhibitor	Pf growth 96h	CHX counter	LmPK inhibitor	AMA1-RON2 inh	Tb PYK inh
Cc1noc(C)c1C(=O)OCC(=O)/C=C1\N(C)c2ccccc2C1(C)C	2%	16	-15%	-4	-2%	-11%	.
COc1ccc(N2CCOCC2)c(NC(=O)c2ccco2)c1	-4%	-9	-1%	-3	1%	21%	3%
CCOc1ccc(NS(=O)(=O)c2ccc3[nH]c(=O)oc3c2)cc1	.	-15	?	-10	13%	-2%	2%
Cc1cccc(OCC(=O)O/N=C(\N)Cc2ccc(Cl)cc2)c1	-5%	30	-12%	9	-2%	172%[activator]	-3%
CC(C)[C@H](Nc1ccc(C(F)(F)F)cc1[N+](=O)[O-])C(=O)O	5%	15	0%	-2	1%	-20%	1%
CC(=O)c1ccc(NC(=O)CCc2c(C)nc3ncnn3c2C)cc1	19%	61*	68%[activator]	21*	-4%	1%	1%
O=C(Nc1ccnn1C1CCN(C(=O)c2ccc(Cl)c(F)c2)CC1)C1CCOC1 (configuration not stated)	-8%	-10	?	-1	-8%	10%	-4%
Cc1ccc(S(N)(=O)=O)cc1	19%	.	192%[activator]	.	.	-2%	4%
Cc1cc(C)cc(NC(=O)CSc2cc(C(=O)c3nccn3C)c3ccccc3n2)c1	-2%	-9	23%	-4	1%	-1%[11.6 µM]	1%
CCOP(=O)(OCC)C(NC(=O)c1ccc(C)cc1)C(Cl)(Cl)Cl (configuration not stated)	-3%	7	36%[activator]	-2	-4%	9%	3%
COc1cccc(N2CCN(C(=O)CCS(=O)(=O)c3ccc4c(c3)oc(=O)n4C)CC2)c1	?	5	5.2µM*	-4	-1%	-4%	-1%&-6%
CC1=[N+]([O-])C2(N)CCc3nonc3C2(O)C1 (configuration not stated)	11%	-9	55%[activator]	-4	-2%	-11%	-19%
Cc1ccc(CN(C)C(=O)C2CCN(C(=O)Nc3ccccc3)CC2)o1	-17%	.	-6%	.	.	-5%	-10%
COc1ccccc1C(=O)OCCCN=C1NS(=O)(=O)c2ccccc21	0%	-19	27%	-1	-4%	-4%	2%
Cc1ccc(/C=C/C(=O)Nc2ccncc2)o1	29%	52	240%[activator]	15	-4%	0%[11.6 µM]	-15%
Clc1cccc(Cl)c1CSc1nnc(/C=C/c2ccccc2)o1	55%[activator]	76	0%	5	0%	22%	2%
O=C(CNC(=O)c1ccc2ccccc2c1)NCc1ccccc1F	-8%	-18	?	-3	-10%	-6%	-1%
COCCCn1c(SCC(=O)Nc2ccc(C(C)=O)cc2)nc2ccccc2c1=O	?	80*	-5%	45*	-5%	-13%	12%
O=C(COC(=O)c1ccc(-c2ccc([N+](=O)[O-])cc2)o1)NC(=O)NC12CC3CC(CC(C3)C1)C2	?	-4	?	-4	4%	-18%	1%
O=[N+]([O-])c1ccccc1/C=N/N1CCN(c2ccccn2)CC1	-12%	47*	121%[activator]	37*	-9%	-14%	-5%
COc1cc(C(=O)Nc2ccc(NC(=O)C3CCCCC3)nc2)cc(OC)c1OC	?	1	?	-5	6%	-10%	-11%
CCN(CC(=O)NC(C)C)C(=O)[C@@H](NC(=O)c1ccco1)C(C)C	-4%	-8	11%	-1	7%	-17%	5%
CN(C)S(=O)(=O)c1ccc(Cl)c(NC(=O)COC(=O)CNC(=O)c2ccco2)c1	-7%	12	15%	-3	3%	6%	3%
Cc1cc(C)n(S(=O)(=O)c2ccc(F)cc2)n1	9%	.	183%[activator]	-5	13%	1%	4%

Some of the entries above, reformatted.
SMILES | Pf growth 48h | Shiga inhibitor | Pf growth 96h | CHX counter | LmPK inhibitor | AMA1-RON2 inh | Tb PYK inh
O=S(=O)(Nc1cccc(-n2cnnn2)c1)c1ccccc1C(F)(F)F | 0% | -8 | 56%[activator] | 7 | -2% | 16% | -8%
CCOc1ccc(C(=O)NCC2CCN(CC3CCCCC3)CC2)cc1 | 42%[activator] | -5 | 5.9µM* | 1 | -5% | -9% | 1%
CCOc1ccc(/C=C(\C#N)C(=O)NCC2CCCO2)cc1OCC (configuration not stated) | -14% | -11 | 28% | -2 | -3% | -10% | -7%
Cc1cccc(C)c1NC(=O)CN1CCNCC1 | . | -12 | 11% | -3 | 2% | 9% | -15%
Cc1noc(C)c1C(=O)OCC(=O)/C=C1\N(C)c2ccccc2C1(C)C | 2% | 16 | -15% | -4 | -2% | -11% | .
COc1ccc(N2CCOCC2)c(NC(=O)c2ccco2)c1 | -4% | -9 | -1% | -3 | 1% | 21% | 3%
CCOc1ccc(NS(=O)(=O)c2ccc3[nH]c(=O)oc3c2)cc1 | . | -15 | ? | -10 | 13% | -2% | 2%
Cc1cccc(OCC(=O)O/N=C(\N)Cc2ccc(Cl)cc2)c1 | -5% | 30 | -12% | 9 | -2% | 172%[activator] | -3%
CC(C)[C@H](Nc1ccc(C(F)(F)F)cc1[N+](=O)[O-])C(=O)O | 5% | 15 | 0% | -2 | 1% | -20% | 1%
CC(=O)c1ccc(NC(=O)CCc2c(C)nc3ncnn3c2C)cc1 | 19% | 61* | 68%[activator] | 21* | -4% | 1% | 1%
O=C(Nc1ccnn1C1CCN(C(=O)c2ccc(Cl)c(F)c2)CC1)C1CCOC1 (configuration not stated) | -8% | -10 | ? | -1 | -8% | 10% | -4%
Cc1ccc(S(N)(=O)=O)cc1 | 19% | . | 192%[activator] | . | . | -2% | 4%
Cc1cc(C)cc(NC(=O)CSc2cc(C(=O)c3nccn3C)c3ccccc3n2)c1 | -2% | -9 | 23% | -4 | 1% | -1%[11.6 µM] | 1%
CCOP(=O)(OCC)C(NC(=O)c1ccc(C)cc1)C(Cl)(Cl)Cl (configuration not stated) | -3% | 7 | 36%[activator] | -2 | -4% | 9% | 3%
COc1cccc(N2CCN(C(=O)CCS(=O)(=O)c3ccc4c(c3)oc(=O)n4C)CC2)c1 | ? | 5 | 5.2µM* | -4 | -1% | -4% | -1%&-6%
CC1=[N+]([O-])C2(N)CCc3nonc3C2(O)C1 (configuration not stated) | 11% | -9 | 55%[activator] | -4 | -2% | -11% | -19%

New compounds follow.
SMILES	Pf growth 48h	Shiga inhibitor	Pf growth 96h	CHX counter	LmPK inhibitor	AMA1-RON2 inh	Tb PYK inh
CCO/C=N/c1c(C#N)c(CC#N)nn1-c1ccccc1	.	-13	0%	-7	0%	-2%	7%
O=c1[nH]c(=O)n(C2CCCCCC2)c(O)c1C=NCc1ccc(F)cc1	?	-20	-2%	-1	-4%	24%	-9%
Cc1ccc(NC(=O)CCNC(=O)c2ccc(Cl)cc2)cc1C	3%	-4	8%	-2	7%	-12%	1%
CCCCC(=O)Nc1cc(NC(=O)CC)ccc1Cl	.	-15	21%	-4	8%	11%	1%
COc1ccccc1CNC(=O)CCCc1ccccc1	5%	65*	-6%	23*	-2%	14%	-8%
CC1=C(C(=O)Nc2ccccc2)C(c2cccs2)NC(=O)N1 (configuration not stated)	4%	-8	-5%	-7	5%	4%	1%
CCOc1ccc(NC(=O)C(Cc2ccccc2)NC(=O)C2CCCCC2)cc1 (configuration not stated)	-6%	-10	124%[activator]	-3	5%	6%	5%
COc1ccc2oc(=N)c(C(=O)Nc3ccc(Cl)cc3)cc2c1	-27%	.	?	-4	0%	8%	-18%
COC(=O)c1ccc(-c2sc3nc(N4CCOCC4)c4c(c3c2N)CCCC4)o1	9%	-15	9.3µM*	2	7%	12%	-5%
O=C1Nc2ccc(Cl)cc2C12OCCCO2	3%	-8	?	-2	9%	-10%	-4%
CCOc1cc(N2CCOCC2)c(OCC)cc1NC1=NCCCCC1	?	-11	-15%	0	0%	-4%	6%
Cc1c(C(=O)OCc2ccccc2)nnn1-c1nonc1N	7%	-2	45%[activator]	-4	-1%	8%	-10%
O=C(CSc1ccc(-c2ccncc2)nn1)N1CCN(c2ccccc2)CC1	15%	15	?	-3	-3%	-25%	-18%
CC(C(=O)NC1CCCc2ccccc21)N1C(=O)C2CCCCC2C1=O (configuration not stated)	-2%	.	-4%	.	.	13%	1%
O=C(c1ccc(Cn2c(=S)[nH]c3ccccc3c2=O)cc1)N1CCN(c2ccccn2)CC1	?	28	?	-2	1%	48%[activator]	-14%
CCCC[C@]12Cc3cc(C#N)ccc3C(O1)c1c(cc(-c3ccccc3)oc1=O)O2	?	i	?	6	-7%[11.5 µM]	.	.
COc1ccc([N+](=O)[O-])cc1NC(=O)Cc1c(Cl)cccc1Cl	?	-3	?	-2	4%	-11%	1%
CC(C)OCCCNC(=O)Cn1nc(-c2ccccc2)ccc1=O	0%	-18	176%[activator]	-4	-4%	10%	-1%
CCc1noc(C)c1C(=O)Oc1ccc(N(C)S(=O)(=O)c2ccc(C)cc2)cc1	7%	.	22%	.	.	2%	0%
O=C(Oc1ccc(Cl)c2cccnc12)c1ccco1	12µM*	-8	74%[activator]	23	-3%	-5%	7%

Source: PubChem BioAssay
